High-throughput results from PubChem.
TPT1 inhibitor: Candida albicans TPT1 enzyme inhibitors, primary screen, biochemical, fluorescence polarization | tRNA 2'-phosphotransferase TPT1 (Candida albicans SC5314) | recombinant caTPT1, FP RNA substrate dephosphorylation | inhibition, % at 5 µM | hit rate 0.81% among 300,000 | AID 1962, 2009;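 active = inhibition above the mean of all tested compounds plus 3 SD, set per screening campaign, cut at about 24% in these data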;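 note: plate controls were DMSO alone for no effect and ferristatin control at 100 nM for full effect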
PREPL inhibitor: PREPL enzyme inhibitors, primary screen, biochemical, fluorescence polarization; Prolyl endopeptidase-like (Homo sapiens), Q4J6C6; AID 2751, 2010; recombinant PREPL, fluorescence polarization activity-based probe; inhibition, % at 5.96 µM; hit rate 0.68% among 320,000; in the data active = inhibition above about 43%;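 note: 0% = enzyme with DMSO and 100% = wells lacking enzyme; many of its hits are not listed in these tables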
GASC-1 inh: inhibitors of GASC-1 histone demethylase, primary screen, biochemical, fluorescence, DELFIA europium; Lysine-specific demethylase 4C (Homo sapiens), Q9H3R0; GST-JMJD2C(1-420) H3K9me3 demethylation; inhibition, % at 2.35 µM; hit rate 0.069% among 330,000; AID 2099, 2009;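 active = more than half of a compound's replicate wells show inhibition beyond 50%, single wells judged on their own value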;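 note: signal counts dimethyl H3K9 product captured on neutravidin plate; 0% = median of DMSO wells and 100% = 0.3 times that DMSO median; strong numbers were not always called active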
PP1 counter: PP1-alpha phosphatase inhibitors, primary screen, counter-screen for PP5 inhibitor project, biochemical, fluorescence, OMFP substrate, single point. Serine/threonine-protein phosphatase PP1-alpha catalytic subunit (Homo sapiens), P62136. purified PP1alpha. inhibition, % at 6.7 µM. hit rate 0.9% among 320,000. AID 2235, 2010;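 active = inhibition above the mean inhibition of all tested compounds plus 3 SD, computed separately for each screening campaign, cut at about 15% in these data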
Target sequence (P62136 whole entry, looked up): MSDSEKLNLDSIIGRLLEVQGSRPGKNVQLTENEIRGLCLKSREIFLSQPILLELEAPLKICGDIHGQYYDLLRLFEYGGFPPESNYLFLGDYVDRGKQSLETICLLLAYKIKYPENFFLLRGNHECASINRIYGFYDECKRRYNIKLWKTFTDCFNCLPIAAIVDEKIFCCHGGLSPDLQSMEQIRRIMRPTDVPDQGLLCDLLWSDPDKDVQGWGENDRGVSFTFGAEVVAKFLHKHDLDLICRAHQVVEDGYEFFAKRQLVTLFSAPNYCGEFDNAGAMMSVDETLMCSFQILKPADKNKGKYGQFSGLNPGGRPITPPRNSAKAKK
Efflux pump inh: inhibitors of Candida efflux pumps in yeast, primary screen, S. cerevisiae, Nile Red, multiplex; hit rate 0.44% among 330,000; inhibition, % at 10 µM; S. cerevisiae Candida pump triplex; AID 485275, 2010;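 active = plate passing quality check with inhibition over a set limit, or well fluorescence over plate mean plus 4 SD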;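 note: Nile Red retained in pooled yeast measured as flow cytometry median fluorescence; 0% = buffer negative control and 100% = Enniatin B positive control; higher means more Nile Red kept so more efflux inhibition; some compounds called inactive have numbers as strong as hits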
LYPLA2 counter: LYPLA2 inhibitors, primary screen, counter-screen for PME1 inhibitor project, biochemical, fluorescence polarization, FP-Rh probe ABPP; Acyl-protein thioesterase 2 (Homo sapiens), O95372; recombinant LYPLA2; inhibition, % at 5.9 µM; hit rate 0.38% among 320,000;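 active = inhibition above the screen-wide mean plus 3 SD, limit set per campaign, cut at about 26% in these data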;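 note: 0% = LYPLA2 with DMSO and 100% = wells lacking LYPLA2 enzyme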
Target sequence (O95372 whole entry, looked up): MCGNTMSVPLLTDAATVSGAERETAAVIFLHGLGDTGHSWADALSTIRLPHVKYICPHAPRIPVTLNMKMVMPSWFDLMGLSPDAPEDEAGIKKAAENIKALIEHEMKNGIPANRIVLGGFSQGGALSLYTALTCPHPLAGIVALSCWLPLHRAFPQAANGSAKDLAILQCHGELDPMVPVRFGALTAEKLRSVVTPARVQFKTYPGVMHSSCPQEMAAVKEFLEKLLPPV
Fh CTSL1 inh: Fasciola hepatica cathepsin L1 inhibitors, primary screen, counter-screen for PFM18AAP inhibitor project, biochemical, QFRET, fluorogenic peptide substrate; hit rate 0.49% among 300,000; inhibition, % at 5.96 µM; recombinant F. hepatica cathepsin L1, Z-Leu-Arg-MCA fluorescence; AID 1906, 2009;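 active = inhibition above the mean of all tested compounds plus 3 SD, set per screening campaign, cut at about 17% in these data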;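 note: 0% = plate median of test compound wells and 100% = 1 µM Z-Phe-Ala-diazomethylketone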
PP5 primary: PP5 phosphatase inhibitors, primary screen, biochemical, fluorescence; Serine/threonine-protein phosphatase 5 (Homo sapiens), P53041; purified PP5c, OMFP substrate fluorescence; inhibition, % at 6.7 µM; hit rate 0.18% among 320,000;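 active = inhibition above the campaign's mean inhibition across all tested compounds plus 3 SD, cut at about 9.5% in these data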;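 note: 0% = DMSO only and 100% = 100 µM cantharidin control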
Target sequence (P53041 whole entry, looked up): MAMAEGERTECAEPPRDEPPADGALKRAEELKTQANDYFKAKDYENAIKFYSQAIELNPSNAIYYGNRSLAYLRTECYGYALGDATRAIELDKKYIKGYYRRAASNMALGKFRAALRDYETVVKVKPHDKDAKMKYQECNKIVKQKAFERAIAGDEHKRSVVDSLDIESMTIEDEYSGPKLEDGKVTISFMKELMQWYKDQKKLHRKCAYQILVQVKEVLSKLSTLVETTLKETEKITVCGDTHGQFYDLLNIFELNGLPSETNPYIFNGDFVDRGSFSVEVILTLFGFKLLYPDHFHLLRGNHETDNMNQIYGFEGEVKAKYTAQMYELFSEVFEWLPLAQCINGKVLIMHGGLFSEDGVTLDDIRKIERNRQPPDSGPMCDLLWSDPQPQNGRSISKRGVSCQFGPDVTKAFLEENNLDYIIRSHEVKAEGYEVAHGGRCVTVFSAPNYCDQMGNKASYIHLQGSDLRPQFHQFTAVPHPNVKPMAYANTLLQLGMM
HCV core dimer: inhibitors of HCV core protein dimerization, primary screen, biochemical, TR-FRET, high-throughput | TR-FRET GST/Flag-core106 dimerization, 1536-well | inhibition, % at 5 µM | hit rate 0.33% among 300,000 | AID 1899, 2009;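 active = inhibition above the mean of all tested compounds plus 3 SD, set per screening campaign, cut at about 45% in these data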
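Assay system: Tagged HCV core106 pair (GST and Flag) | Buffer or medium: KF-containing HEPES buffer, pH 7.45, DTT, CHAPS, BSA | Also added: Eu donor and XL665 acceptor anti-tag antibodies | Dosing: One concentration, 5 µM, in 0.5% DMSO | Timing: 4 h at 22.5 °C | Technique: TR-FRET 671 and 617 nm emission | Repeats: Singlicate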
An asterisk follows results filed as active; x = not tested or not shown; & = joins results of further samples. Some of the compounds tested; count on the stated rates, not on these rows.

SMILES	TPT1 inhibitor	PREPL inhibitor	GASC-1 inh	PP1 counter	Efflux pump inh	LYPLA2 counter	Fh CTSL1 inh	PP5 primary	HCV core dimer
CC(=O)Nc1cc2c3c(c1)CCC(=O)N3CCC2	-2.2	13.2	-2.5	0.7	0.0	-4.4	-0.9	2.4	-6.9
Cc1ccccc1-n1c(-c2ccc3ccccc3n2)n[nH]c1=S	4.2	3.5	3.0	0.8	0.0	-4.8	0.5	-0.9	2.6
CCOC(=O)/C(=C/c1ccccc1)NC(=O)c1ccco1	-1.1	4.1	1.2	0.0	0.0	-2.2	-2.0	-1.0	-1.1
CC1(C)CC(NC(=O)C(=O)NCCc2ccc(Cl)cc2)CC(C)(C)N1	1.8	23.6	20.8	-3.2	0.0	-8.1	-1.4	-0.2	1.6
O=C(Nc1ccc(NC(=O)c2cccs2)cc1)c1ccc2c(c1)OCCO2	1.6	-2.3	-7.3	0.7	0.1	-10.6	-0.2	-0.8	4.4
CC(=O)N1CCCc2cc(S(=O)(=O)N3CCCC(C(=O)Nc4cccc(C)c4)C3)ccc21 (stereo not given)	-2.8	12.5	32.9	1.7	0.1	6.0	-0.4	-1.9	0.3
CC(=O)c1ccc(-c2cc([C@H]3[C@H]4C=CC[C@@H](C)[C@@H]4C(=O)N3Cc3ccccc3)ccc2F)cc1	1.0	20.5	-4.6	5.3	-0.1	-1.0	2.6	0.9	10.5
CCOC(=O)c1[nH]c(C)c(C(=O)OCc2c(C)noc2C)c1C	-2.5	2.1	25.5	-1.0	0.1	2.2	2.8	-0.6	6.1
CC1NC(C)(C)Cc2c1ccc1ccccc21 (stereo not given)	-1.3	-0.3	-16.9	-3.1	-0.1	-5.5	-1.7	-0.5	-1.6
Cc1ccc(Nc2nc(CSc3nnnn3-c3ccccc3)cc(=O)[nH]2)cc1	-9.0	-4.3	-4.2	37.6*	0.6	-23.6	11.3	4.7	7.3
O=C(CCc1ccc(S(=O)(=O)N2CCCCC2)cc1)c1nnc(-c2ccccc2)o1	-4.3	-2.2	1.3&7.9	6.4	0.0	15.5	-2.3	3.6	11.5
COCCCNC(=O)C1CC(=O)N(CCc2ccc(F)cc2)C1 (stereo not given)	3.1	-4.1	7.0	-0.4	-0.1	-1.3	-3.4	-1.9	1.3

The last 2 records of the section before come first, to join the parts:
SMILES	TPT1 inhibitor	PREPL inhibitor	GASC-1 inh	PP1 counter	Efflux pump inh	LYPLA2 counter	Fh CTSL1 inh	PP5 primary	HCV core dimer
O=C(CCc1ccc(S(=O)(=O)N2CCCCC2)cc1)c1nnc(-c2ccccc2)o1	-4.3	-2.2	1.3&7.9	6.4	0.0	15.5	-2.3	3.6	11.5
COCCCNC(=O)C1CC(=O)N(CCc2ccc(F)cc2)C1 (stereo not given)	3.1	-4.1	7.0	-0.4	-0.1	-1.3	-3.4	-1.9	1.3
CSCCC(NC(=O)c1cccc([N+](=O)[O-])c1)C(=O)OCC(=O)N1CCCC1=O (stereo not given)	-1.6	-3.4	114.8	0.5	-0.1	-3.1	-0.1	1.0	-3.4
CSc1cnc2c(=O)[nH]c(=O)n(C)c2n1	0.6	-6.3	3.4	-2.1	0.3	-3.8	-0.5	0.6	-3.8
C[C@H](NC(=O)c1nc[nH]c1C(=O)N[C@@H](CCCCN)C(=O)OC(C)(C)C)C(=O)OC(C)(C)C	0.4	7.9	0.8	-0.6	x	0.7	2.6	-0.1	8.8
CCOc1cc(/C=N/NC(=O)C(=O)NCc2ccc3c(c2)OCO3)ccc1OCC(=O)N1CCOCC1	-2.0	0.6	-2.3	-7.3	0.0	-6.9	-0.2	4.6	-6.6
O=C(N/N=C/c1cccs1)c1cc(C2CC2)nc2ccccc12	-1.7	-8.1	-2.3	-1.9	-0.3	2.0	-1.0	1.1	5.9
COc1cccc(OCCNC(=O)c2ccccc2Sc2ccccc2C#N)c1	2.5	4.4	5.6	-1.0	0.3	-3.1	4.4	1.2	-3.2
CCN(CC)c1cnn(C/C(=N\OC)c2ccc(Cl)cc2)c(=O)c1Br	-2.4	-6.7	2.6	-6.4	0.1	3.3	-1.7	2.7	10.5
O=C(CSCc1ccc(Cl)cc1)N/N=C/c1ccc(Cl)cc1Cl	0.0	-33.8	11.8	2.6	0.0	-0.2	5.6	-0.1	8.0
Cc1cccc(NC(=O)C2CC(=O)n3cnnc3S2)c1 (stereo not given)	-0.5	-6.3	2.1	1.3	0.2	8.0	4.9	3.2	6.7
O=C(NCCN1CCOCC1)c1ccc(Cl)c(S(=O)(=O)N2CCCC2)c1	4.8	10.4	-5.1	-7.6	0.9	-7.2	-1.9	-3.3	4.4
Cc1cc(C)c(NC(=O)CNC(=O)c2cc([N+](=O)[O-])ccc2N2CCOCC2)c(C)c1	-1.6	-3.5	1.7	-2.0	0.0	-1.1	1.6	-1.5	5.3
CC(=O)c1cnc(Nc2nc(C)c3ccccc3n2)nc1C	-6.4	-2.9	16.4	-5.8	0.0	4.4	7.0	-3.4	1.9
NC(=O)c1ccc(C(F)(F)F)n(Cc2ccc(F)c(F)c2)c1=O	-3.9	-15.3	-7.4	2.6	0.1	-8.3	1.3	3.6	-6.5
Cc1ccc(C)c(OCCN2CCOCC2)c1	-6.0	3.3	16.5	-0.7	-0.1	0.5	-0.2	0.3	-2.0
CSc1ncccc1C(=O)OCC(=O)N(C)C	-2.5	25.6	2.9	-3.2	-0.1	8.6	-1.1	-1.9	-3.4
COc1ccc(-n2cc(C(=O)O)c(=O)cc2C)cc1	1.8	-0.8	12.3	-1.6	0.0	1.7	-1.2	1.7	-1.2
Cc1ccc(NC(=O)CN(C)S(=O)(=O)c2ccc(Br)s2)cc1F	0.0	-20.5	-2.0	2.5	-0.1	0.9	3.3	1.4	2.0
O=C(Nc1ccc(Br)cc1)c1cccc(S(=O)(=O)Nc2cnc3ccccc3c2)c1	1.6	-4.7	3.5	5.7	-0.1	-15.5	-3.2	5.9	13.9
Cc1ccc(OCC(=O)NCc2ccccn2)cc1	0.7	5.2	-2.0	3.1	0.0	-0.5	0.8	-1.5	-3.6
CCOc1ccccc1C(=O)N(CN1CCCC1=O)c1cccc(Cl)c1	-7.0	-8.3	4.8	-2.9	0.0	3.8	-2.7	2.7	4.6
CC1CC1C(=O)OCC(=O)NNC(=O)COc1ccc(Br)cc1 (stereo not given)	-0.2	7.2	-21.2	5.1	-0.1	4.1	-3.0	-1.9	2.8
COCCNC(=O)c1sc2nc(-c3ccccc3)cn2c1C	3.8	-5.8	-0.5	-0.9	0.0	5.3	-0.5	-0.2	-0.5
O=C(O)c1cc(NN=Nc2ccc(Br)cc2)cc([N+](=O)[O-])c1	-0.3	14.7	-0.1	1.2	0.0	6.2	2.2	4.8	3.9
O=C(O)CONC(=O)c1cc(OCC(F)(F)F)ccc1OCC(F)(F)F	-6.3	15.0	10.6	-2.0	-0.2	4.6	3.3	-1.4	-1.1
O=C(COc1ccccc1)Nc1ccc2c(c1)nc1n2CCOC1	-0.8	16.6	-12.6	-1.4	0.3	5.2	-5.0	-0.9	-5.9
O=C(COc1ccccc1)NC1CCCc2ccccc21 (stereo not given)	-1.3	-2.3	-13.6	-3.3	0.0	-2.3	2.9	-1.9	1.3
O=C(Cn1nnc2ccccc21)c1cccc([N+](=O)[O-])c1	-0.8	17.2	-0.6	-0.5	0.1	4.3	-2.5	1.1	-9.9
O=C(CNC(=S)NC(=O)c1ccccc1)c1ccccc1	-4.6	-0.5	2.7	3.3	-0.1	-0.2	-2.5	3.3	-6.2
COC(=O)c1ccc(C)c(NC(=O)Cc2ccc([N+](=O)[O-])cc2)c1	-9.7	15.4	-5.6	-7.5	0.0	6.7	1.2	1.0	-2.5
CS(=O)(=O)c1ccc(Cl)c(NC(=O)C2CCCCN2S(=O)(=O)c2ccccc2)c1 (stereo not given)	x	1.2	0.5	0.1	0.1	1.9	x	0.7	x
Cc1cc(C)cc(NC(=O)CSc2ccc(-c3cccs3)nn2)c1	0.6	-21.6	-3.4	-0.2	-0.2	-16.9	-0.8	0.5	7.4
O=S(=O)(Nc1ccc2c(c1)OCO2)c1ccc(F)c(F)c1	x	-1.9	x	0.6	0.0	0.8	x	2.4	x
CCOc1ccc(CCNC(=O)COc2cccc(-n3cnnn3)c2)cc1OCC	-0.9	6.1	4.6	-3.1	-0.1	2.2	-1.7	-2.6	-4.3
O=C(CCC1CCCCC1)Nc1ccccc1-c1ccccc1	2.3	4.1	3.3	5.4	-0.1	6.2	4.5	1.6	6.3
COc1ccc2cc3cc(C(=O)NCc4ccccn4)oc3nc2c1	-4.3	19.7	-1.1	6.3	-0.1	4.2	14.8	-1.8	4.4
NC(=O)CSCc1c(Cl)cccc1Cl	3.1	1.5	13.4	-1.2	0.0	-0.6	-0.8	-0.7	3.9
COc1ccc(NC(=O)Nc2nnc(Cc3ccc(OC)c(OC)c3)s2)cc1	-0.3	16.5	3.2	2.7	0.2	0.2	2.5	2.7	-2.7
Cc1ccc(O)c(NC(=O)CN(C)S(=O)(=O)c2ccc(Cl)cc2)c1	-1.7	2.5	-0.1	-2.1	0.0	-1.9	-0.3	2.1	-2.9
CCc1ccc(OCC(=O)Nc2cc(S(=O)(=O)CC)ccc2O)cc1	-6.0	-1.8	-4.8	-2.2	0.2	5.0	-1.1	3.7	2.4
COc1ccc(-c2cnnc(N/N=C/c3ccc(OC)c(OC)c3)n2)cc1	-3.0	7.7	-1.0	-0.6	0.0	6.8	6.0	1.4	1.7
COc1cc(/C=C2\CCC(C3CCCC3)C2=O)ccc1OC(C)C (stereo not given)	1.3	9.4	-9.3	4.1	0.2	2.6	5.6	-1.2	1.6
Cc1ccc(NP(=O)(c2ccc(N(C)C)cc2NC(=O)c2cccs2)N2CCOCC2)cc1 (stereo not given)	-1.2	19.6	6.8	1.9	-3.6	1.5	3.5	5.6	0.8
COc1ccc(OC)c(CN2CCC(N3CCC(C(=O)NC4CC4)CC3)CC2)c1	0.5	15.6	-1.8	-0.1	0.1	3.4	0.3	2.7	-1.4
Cc1ccc(S(=O)(=O)N(C)C)cc1NC(=O)Nc1ccccc1F	-1.8	4.0	6.0	-5.5	0.2	-4.7	8.7	1.5	0.6
O=C1CCCN1CCCNC(=S)Nc1ccc(Br)cc1Cl	-0.6	3.4	-4.0	-5.0	-0.1	2.5	-2.1	1.4	-3.5
Cc1cc2c(cc1C)C(c1cccc([N+](=O)[O-])c1)CC(=O)N2 (stereo not given)	52.9*	1.1	-10.8	0.5	0.0	1.1	2.4	2.2	-6.4
Cc1ccc(S(=O)(=O)N2CCN(C(=O)COC(=O)c3ccccc3Cl)CC2)c(C)c1	x	21.5	-1.3	4.1	-0.2	9.9	x	4.1	x
